# MITF primary = MITF inhibitors, primary screen, biochemical, AlphaScreen, human. AlphaScreen MITF homodimerization, bead proximity signal. inhibition, % at 2.6 µM. 650,000 tested, 0.91% active; in the data active = inhibition above about 50%;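 note: 0% = vehicle wells with protein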
# TEAD-YAP inh = TEAD-YAP interaction inhibition, primary screen, TEAD-YAP interaction inhibitor project, luminescence, HEK-TIYL cells; 640,000 tested, 1.4% active; TEAD-Gal4/YAP UAS-luciferase luminescence; inhibition, % at 9.12 µM; in the data active = inhibition above about 32%;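 note: 0% = median of test compound wells and 100% = reference inhibitor wells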
# GPR151 activ = activators of human GPR151, primary screen, cell-based, PathHunter beta-arrestin, luminescence | 650,000 tested, 1% active | AID 1508602, 2020 | PathHunter beta-arrestin GPR151 cells | activation, % at 11.2 µM; in the data active = activation above about 4.9%;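 note: 0% = median of compound wells and 100% = cells with positive control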
# Target sequence (Q8TDV0 whole entry, looked up): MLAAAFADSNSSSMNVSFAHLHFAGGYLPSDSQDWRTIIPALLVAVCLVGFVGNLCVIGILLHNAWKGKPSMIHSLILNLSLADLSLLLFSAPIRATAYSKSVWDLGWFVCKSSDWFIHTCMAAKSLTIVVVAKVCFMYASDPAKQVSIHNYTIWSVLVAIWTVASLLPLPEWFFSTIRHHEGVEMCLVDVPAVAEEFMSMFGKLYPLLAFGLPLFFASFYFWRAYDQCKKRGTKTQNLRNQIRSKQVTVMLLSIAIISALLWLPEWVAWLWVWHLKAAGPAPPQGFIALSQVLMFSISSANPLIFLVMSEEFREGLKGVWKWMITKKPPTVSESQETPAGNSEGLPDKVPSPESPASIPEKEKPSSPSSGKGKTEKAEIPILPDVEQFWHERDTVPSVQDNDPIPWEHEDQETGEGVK
# FBW7 activator = FBW7 E3 ligase activators, primary screen, biochemical, AlphaScreen, human | F-box/WD repeat-containing protein 7 (Homo sapiens), Q969H0 | AlphaScreen FBW7–phospho-cyclin E peptide binding, activator screen | normalized activity (activation), % at 26.1 µM | 650,000 tested, 0.13% active | AID 1259310, 2017; in the data active = normalized activity above about 1.9%;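 note: purified mutant Fbw7 with reduced substrate affinity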
# Target sequence (Q969H0 whole entry, looked up): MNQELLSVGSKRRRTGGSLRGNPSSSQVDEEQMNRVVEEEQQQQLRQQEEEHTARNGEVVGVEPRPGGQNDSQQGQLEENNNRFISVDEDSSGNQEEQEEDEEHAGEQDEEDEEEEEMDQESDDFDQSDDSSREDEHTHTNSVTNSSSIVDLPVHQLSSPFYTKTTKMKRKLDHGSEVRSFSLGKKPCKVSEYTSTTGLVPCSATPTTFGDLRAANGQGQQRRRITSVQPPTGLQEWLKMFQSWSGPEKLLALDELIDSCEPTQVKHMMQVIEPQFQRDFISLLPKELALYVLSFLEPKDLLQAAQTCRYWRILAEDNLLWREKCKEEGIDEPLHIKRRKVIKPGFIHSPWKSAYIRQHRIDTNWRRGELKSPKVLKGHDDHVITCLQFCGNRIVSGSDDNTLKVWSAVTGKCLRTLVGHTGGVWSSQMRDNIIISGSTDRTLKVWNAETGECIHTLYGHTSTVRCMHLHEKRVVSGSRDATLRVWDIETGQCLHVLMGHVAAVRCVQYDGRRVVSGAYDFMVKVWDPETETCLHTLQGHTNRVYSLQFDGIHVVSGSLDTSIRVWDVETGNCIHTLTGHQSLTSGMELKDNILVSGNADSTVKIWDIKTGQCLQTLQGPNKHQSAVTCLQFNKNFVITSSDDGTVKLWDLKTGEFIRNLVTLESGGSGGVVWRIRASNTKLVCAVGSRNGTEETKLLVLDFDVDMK
# Active calls of the source: *.
SMILES,MITF primary,TEAD-YAP inh,GPR151 activ,FBW7 activator
NS(=O)(=O)c1ccc(NS(=O)(=O)c2ccc3[nH]c(=O)sc3c2)cc1,5.5,19.1,0.8,0.0
Cc1cc(C)cc(CN2CCN(c3ccc4c(c3)CCN4S(C)(=O)=O)C2=O)c1,-1.9,11.0,0.1,-0.3
CCCC(=O)NC(NC(C)(C)C)C(Cl)(Cl)Cl (configuration not stated),5.6,2.0,0.7,0.1
OCCNC1CCCc2c1[nH]c1ccc(-c3ccccc3)cc21 (configuration not stated),12.3,-12.6,0.6,-0.3
CN(C)CCN1C(=O)C(=O)/C(=C(\O)c2ccc(S(=O)(=O)N(C)C)cc2)C1c1ccc(F)cc1 (configuration not stated),5.5,8.5,-0.8,0.7
Cc1c(C=O)c(C(=O)O)c(C)n1Cc1ccccc1Cl,3.9,4.9,-1.4,-0.2
CNC(=O)c1ccc(OC2CSC2)cc1,0.3,0.6,1.5,0.1
CCC(C(=O)NC(C)(C)C)n1nc(C)c2sc3ccccc3c2c1=O (configuration not stated),1.0,5.9,0.9,0.1
CCC(C)NC(=O)CNC(=S)N(CCCN1CCOCC1)Cc1cccs1 (configuration not stated),2.2,-10.8,-0.7,-0.1
CC(C)CNC(=O)c1ccc(N(C)S(=O)(=O)c2ccccc2)cc1,-0.1,-25.9,0.9,0.1
Cc1c(Cl)cccc1NC(=O)CCCN1C(=O)CCC1=O,14.3,3.4,2.7,-0.1
NC(=O)NC(CC(=O)O)c1ccccc1Cl (configuration not stated),7.3,-0.9,1.4,0.1
Clc1ccc(CNc2nc(SCc3ccccc3Cl)nc3ccccc23)cc1,7.8,-0.1,0.7,0.2
CC1(C)OCC(COC(=O)Nc2ccncc2)([N+](=O)[O-])CO1,-0.7,0.3,-0.9,0.4
O=C(O)c1ccccc1C(=O)Nc1cc([N+](=O)[O-])ccc1Cl,20.1,-1.9,0.7,0.1
O=C(O)c1ccccc1-c1cn2cc(C(F)(F)F)cc(Cl)c2n1,9.2,0.7,0.3,-0.1
Cc1cc(=O)c2c(ccc3c2cc(-c2ccccc2)n3C)[nH]1,-1.4,-40.2,1.8,0.1
O=C(NC1CCCCC1)c1cc2nc(-c3ccc(Cl)cc3)cc(C(F)(F)F)n2n1,-1.7,-1.4,-0.8,-0.1
COc1ccc(CCn2c(=S)[nH]c3cc(C(=O)NCc4ccc5c(c4)OCO5)ccc3c2=O)cc1OC,-9.6,-0.5,0.1,-0.1
O=C(c1ccccc1Br)N(c1ccccc1)C1C=CS(=O)(=O)C1 (configuration not stated),-4.6,-7.9,0.0,-0.2
O=C(COC(=O)c1cccc(NC(=O)c2ccco2)c1)c1cccc([N+](=O)[O-])c1,4.4,-27.5,0.7,0.1
CC(C)[C@H](NC(=O)c1ccco1)C(=O)N(C)Cc1c(F)cccc1Cl,-1.4,4.5,-0.2,0.0
COc1ccc(C2CC(=O)C=C(Nc3ccc(C)c(C)c3)C2)cc1OC (configuration not stated),10.4,-9.8,1.3,-0.1
COc1cccc(NC(=O)C2C3C=CC4(O3)C2C(=O)N(CCCN2CCC(Cc3ccccc3)CC2)C4C(=O)NC2CCCCC2C)c1 (configuration not stated),5.7,6.0,-1.2,0.1
COC(=O)C1=C(C)N=c2s/c(=C/c3ccc4c(c3)OCO4)c(=O)n2C1c1ccccc1 (configuration not stated),11.4,-2.3,1.3,-0.1
COC(=O)c1c(C)oc2ccc(OC(=O)c3ccccc3OC)cc12,-4.3,6.5,0.9,0.1
CCOC(=O)C1CCN(S(=O)(=O)c2c[nH]c(=O)[nH]c2=O)CC1,-1.3,6.2,-1.5,0.2
CCOc1nc2c(c(=O)n(Cc3ccc(F)cc3)c(=O)n2C)n1C,4.3,-3.5,-1.7,-0.2
CON(C)C(=O)CCC(=O)N1CCc2cc(F)ccc21,1.2,-11.2,-2.0,-0.1
COc1ccc(CC(=O)Nc2ccc(F)c(Cl)c2)cc1OC,14.5,15.5,-0.5,0.0
O=C(NCC(c1ccc(F)cc1)N1CCOCC1)Nc1cccs1 (configuration not stated),7.8,8.6,0.2,0.0
O=C(/C=C/c1ccccc1)N1CCN(c2ccc(F)cc2)CC1,-5.0,-6.4,-0.1,-0.1
O=C1c2ccccc2-c2onc3c(Oc4ccccc4)cc(Oc4ccccc4)c1c23,1.8,13.2,0.7,0.0
COc1cc(NC(=O)c2nn3c(C(F)(F)F)cc(-c4ccco4)nc3c2Cl)cc(OC)c1OC,6.7,-6.4,0.9,-0.1
CCOc1ccc(CCNS(=O)(=O)c2ccc3c(c2)CCN3C(=O)CC)cc1OCC,13.2,-3.2,-0.7,0.3
O=C(Nn1c(-c2ccncc2)nc2ccccc2c1=O)c1ccc(F)cc1,0.6,-2.7,0.9,0.0
CCC(=O)N1N=C(c2ccc(NS(=O)(=O)CC)cc2)CC1c1ccccc1OC (configuration not stated),14.7,-0.2,-0.5,0.1
Cc1cc(O)ccc1NC(=O)c1ccc2c(c1)C(=O)N(C1CCCCC1)C2=O,-10.8,9.8,-0.1,-0.1
Cc1ccccc1OCC(=O)OC1CCCN(C)C1 (configuration not stated),-4.4,-1.0,-0.2,-0.1
COC(=O)c1ccc(N2C(=O)C3N=NC4(CC4)C3C2=O)cc1 (configuration not stated),-6.3,6.5,0.8,0.2
CCCOC(=O)c1ccc(NC(=O)COc2ccc(C)cc2)cc1,3.8,4.4,-0.3,-0.1
O=C(Nc1ccc(F)cc1F)c1ccc(-c2ccccc2)cc1,4.9,-48.9,-2.2,-0.1
CN(CCC#N)S(=O)(=O)CC12CCC(CC1=O)C2(C)C (configuration not stated),19.9,-1.7,-1.3,0.0
Cc1ccccc1CN1CCN(S(=O)(=O)c2ccc(C(C)C)cc2)CC1,18.8,3.4,1.7,0.0
COc1ccc2ccccc2c1/C=C1\SC(=Nc2cccc(C)c2)NC1=O,1.6,4.2,-0.4,-0.2
COc1ccc(NC(=S)N2CCN(c3ccc(C)cc3)CC2)cc1,9.6,5.8,1.7,-0.1
Cc1cccc(C(=O)NCCc2ccc(F)cc2)c1[N+](=O)[O-],-14.2,-39.5,-2.2,-0.2
Oc1c(-c2nc3c4c5c(sc4ncn3n2)CCCCC5)ccc2ccccc12,4.0,5.9,0.0,0.0
O=c1ccn2c(SCc3ccccc3)nnc2[nH]1,-3.6,4.1,-2.3,0.1
CCc1sc(NS(=O)(=O)c2ccc(NC(C)=O)cc2)nc1-c1ccccc1,19.5,10.8,0.3,0.2
CC(=O)Nc1nnc(SCc2cccc(C)c2)s1,18.5,-6.3,0.5,0.1
O=C(Nc1ccccc1C(F)(F)F)c1cnn2c1NC(c1ccccc1)CC2C(F)(F)F (configuration not stated),-3.6,-11.3,-0.9,0.0
O=C(Cn1c(-c2cncs2)nc2ccccc21)NC1CCCC1,-1.6,-0.5,1.3,0.7
COc1ccc(C(NC(=O)CCc2ccccc2)NC(=O)CCc2ccccc2)cc1OC,-1.6,-6.5,-1.2,-0.2
Cn1cc(F)c(=O)n(C)c1=O,-1.6,3.5,-1.3,0.2
COc1cccc(NC(=O)C(C(F)(F)F)C(F)(F)F)c1,9.9,13.6,0.1,0.6
O=S(=O)(NC12CC3CC(CC(C3)C1)C2)c1cccc(C(F)(F)F)c1,1.0,4.6,-0.2,-0.1
O=C(Nc1sc2c(c1CO)CCCC2)c1ccccc1,6.5,-65.8,-1.3,-0.3
O=C(c1cccc(OC2CCN(Cc3cccn3-c3ccccn3)CC2)c1)N1CCCC1,11.6,4.3,1.1,-0.1
Cc1cccnc1NC(=O)c1ccc(N)cc1,1.8,0.4,0.5,-0.2
# Following part
SMILES,MITF primary,TEAD-YAP inh,GPR151 activ,FBW7 activator
O=S(=O)(NCc1ccc2c(c1)OCO2)c1ccc(Cc2ccc(S(=O)(=O)NCc3ccc4c(c3)OCO4)cc2)cc1,12.5,37.6*,1.7,0.2
O=C(O)c1cccc(N=Cc2ccc(O)cc2O)c1,-1.4,7.3,-0.3,0.0
COc1cccc(CN(CC(=O)NC2CCCC2)C(=O)CCC(=O)Nc2cc(C)on2)c1,20.3,-6.2,-0.9,0.4
COc1ccc2c(c1OC)C(=O)OC2Nc1ccccc1Cl (configuration not stated),9.7,-6.0,0.2,0.0
CC(=O)Nc1ccc(C(=O)OCc2ccc(F)cc2)cc1,13.5,-16.7,0.6,0.2
CC(C)n1cnc2c(NCCCN3CCCC3=O)nc(-c3csc4ccccc34)nc21,-11.6,3.5,-1.1,0.0
c1ccc(-c2nc3c4ccccc4nc(N4CCOCC4)n3n2)cc1,-4.2,-0.3,1.0,1.4
CN1CCN(C(=O)c2nn(C)c(=O)c3ccccc23)CC1,2.7,7.8,3.6,-0.2
CCC(C)Nc1nc(NC(C)CC)nc(N2CCCCCC2)n1 (configuration not stated),11.6,22.3,0.1,0.6
CCN=c1scc(-c2ccccc2F)n1/N=C/c1ccc2c(c1)OCCO2,13.7,51.0*,-8.0,-0.5
CSc1cccc2sc(N(CCN(C)C)C(=O)c3cccc(C)c3)nc12,12.4,1.0,0.3,-0.1
Cc1ccccc1NC(=O)CC(NCc1ccco1)C(=O)O (configuration not stated),3.5,5.7,1.2,0.1
CCCC(=O)Nc1ccccc1NC(=O)COc1ccc(CC)cc1,-11.9,-2.0,0.7,0.3
c1csc(Nc2nc3cc4c(cc3s2)OCO4)n1,-18.1,4.8,-6.3,0.0
CCOC(=O)c1c(/N=c2\oc3c(C)ncc(CO)c3cc2C(N)=O)sc2c1CCCC2,3.6,-2.9,-1.9,0.1
Cc1ccc(C(=O)NCCc2nc3ccccc3[nH]2)cc1[N+](=O)[O-],18.6,11.8,-1.1,-0.1
CCOC(=O)N1CCC(N(CCOC)C(=S)Nc2ccc(OCC)cc2)CC1,-3.9,-4.0,-1.3,-0.1
O=C(O)c1cccc(NC(=O)c2c(C(=O)O)cccc2[N+](=O)[O-])c1,18.6,-5.3,0.0,0.1
Cc1cc(=O)oc2cc(OCC(=O)OCC(=O)Nc3ccc([N+](=O)[O-])cc3Cl)ccc12,-0.8,-2.8,1.3,-0.1
CC(NC(=O)c1cc(S(=O)(=O)N(C)C)ccc1N1CCCC1)C1CC2CCC1C2 (configuration not stated),-10.1,-10.3,-0.2,0.0
CC(C)CNc1nccn2c(-c3cccc(N)c3)cnc12,15.7,-1.9,0.2,0.2
O=C(CSc1nnc(-c2ccncc2)n1CCc1ccccc1)NC1CC1,-8.6,-6.9,0.6,-0.1
Cc1cnc(-c2csc3ccccc23)nc1NCCN(C(C)C)C(C)C,20.3,-1.6,-1.4,0.0
Cc1nnc(CNC(=O)c2cc(-c3ccccc3)nn2C)o1,6.7,-0.6,-0.3,0.8
CCOC(=O)C1=C(N)OC2=C(C(=O)CCC2)C1c1c(F)cccc1Cl (configuration not stated),17.9,5.0,-0.1,0.2
COc1cc(-c2nc3ccccc3c(=O)n2NCc2cccc([N+](=O)[O-])c2O)cc(OC)c1OC,7.8,-5.2,0.5,-0.2
CCN(CCn1cccn1)C(=O)CC1C(=O)NCCN1Cc1cc(OC)cc(OC)c1 (configuration not stated),2.3,1.9,2.4,-0.1
NC(=O)c1c(NC(=O)COC(=O)c2ccc(O)c(Cl)c2)sc2c1CCCC2,13.4,5.3,1.7,0.0
CCOC(=O)C1(CCc2ccccc2)CCN(C(=O)c2ccc(COC)o2)CC1,1.1,-14.8,0.4,0.1
CCCC(C)c1nnc(NC(=O)c2cccc([N+](=O)[O-])c2C)s1 (configuration not stated),8.2,-2.3,-1.1,0.5
Cc1cc(=O)[nH]c(N/N=C/c2c(O)ccc3ccccc23)n1,62.3*,88.9*,-0.6,-0.9

# Compound profiles (already shown). Order of values: MITF primary | TEAD-YAP inh | GPR151 activ | FBW7 activator
# CC(C)CNc1nccn2c(-c3cccc(N)c3)cnc12 in the list: 15.7 | -1.9 | 0.2 | 0.2
# CCOC(=O)C1=C(N)OC2=C(C(=O)CCC2)C1c1c(F)cccc1Cl (configuration not stated) in the list: 17.9 | 5.0 | -0.1 | 0.2

# Sorted by SMILES length (high to low): 14 of the compounds above.
SMILES,MITF primary,TEAD-YAP inh,GPR151 activ,FBW7 activator
COc1cc(-c2nc3ccccc3c(=O)n2NCc2cccc([N+](=O)[O-])c2O)cc(OC)c1OC,7.8,-5.2,0.5,-0.2
Cc1cc(=O)oc2cc(OCC(=O)OCC(=O)Nc3ccc([N+](=O)[O-])cc3Cl)ccc12,-0.8,-2.8,1.3,-0.1
CCOC(=O)c1c(/N=c2\oc3c(C)ncc(CO)c3cc2C(N)=O)sc2c1CCCC2,3.6,-2.9,-1.9,0.1
CC(NC(=O)c1cc(S(=O)(=O)N(C)C)ccc1N1CCCC1)C1CC2CCC1C2 (configuration not stated),-10.1,-10.3,-0.2,0.0
O=C(O)c1cccc(NC(=O)c2c(C(=O)O)cccc2[N+](=O)[O-])c1,18.6,-5.3,0.0,0.1
NC(=O)c1c(NC(=O)COC(=O)c2ccc(O)c(Cl)c2)sc2c1CCCC2,13.4,5.3,1.7,0.0
Cc1ccc(C(=O)NCCc2nc3ccccc3[nH]2)cc1[N+](=O)[O-],18.6,11.8,-1.1,-0.1
CCOC(=O)C1=C(N)OC2=C(C(=O)CCC2)C1c1c(F)cccc1Cl (configuration not stated),17.9,5.0,-0.1,0.2
CCCC(C)c1nnc(NC(=O)c2cccc([N+](=O)[O-])c2C)s1 (configuration not stated),8.2,-2.3,-1.1,0.5
CCOC(=O)N1CCC(N(CCOC)C(=S)Nc2ccc(OCC)cc2)CC1,-3.9,-4.0,-1.3,-0.1
Cc1cnc(-c2csc3ccccc23)nc1NCCN(C(C)C)C(C)C,20.3,-1.6,-1.4,0.0
Cc1nnc(CNC(=O)c2cc(-c3ccccc3)nn2C)o1,6.7,-0.6,-0.3,0.8
CC(C)CNc1nccn2c(-c3cccc(N)c3)cnc12,15.7,-1.9,0.2,0.2
c1csc(Nc2nc3cc4c(cc3s2)OCO4)n1,-18.1,4.8,-6.3,0.0

# High-throughput results from PubChem.
